Bioassay records as filed in PubChem.
ADAM10 inh: inhibits human ADAM10; AID 720582; recombinant ADAM10, EDANS/DABCYL FRET peptide cleavage, 3 h; actives 0.62% (n = 370,000); O14672; inhibition, % at 7 µM;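 active = inhibition above a per-campaign cutoff equal to the mean of compounds falling between control-based bounds plus 3 SD, cut at about 20% in these data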;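 also: 0% = DMSO wells while the 100% control is not disclosed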
ASAP1 GAP inh: blocks human ASAP1-stimulated Arf1 GTP hydrolysis; actives 0.19% (n = 360,000); GDP FP detection; Q9ULH1; inhibition, % at 16.5 µM; in the data active = inhibition above about 25%;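 also: 0% = vehicle with enzyme and substrate and 100% = no enzyme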
Target sequence (Q9ULH1 325-724 limits assumed): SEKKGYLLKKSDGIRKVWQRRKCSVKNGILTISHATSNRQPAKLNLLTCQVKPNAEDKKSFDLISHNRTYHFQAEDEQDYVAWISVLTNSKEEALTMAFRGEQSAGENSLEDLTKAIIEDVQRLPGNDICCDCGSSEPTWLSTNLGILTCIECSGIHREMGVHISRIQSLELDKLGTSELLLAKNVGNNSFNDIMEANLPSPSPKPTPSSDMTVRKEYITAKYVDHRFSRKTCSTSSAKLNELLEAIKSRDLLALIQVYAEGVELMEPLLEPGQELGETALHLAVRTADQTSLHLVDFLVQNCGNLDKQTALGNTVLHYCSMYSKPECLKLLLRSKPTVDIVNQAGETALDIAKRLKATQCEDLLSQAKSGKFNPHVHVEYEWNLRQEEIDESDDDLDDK
ARFGAP1 inhibitor: inhibitors of rat ARFGAP1; inhibition, % at 16.5 µM; actives 0.26% (n = 360,000); Arfgap1-stimulated ARF1 GTP hydrolysis, GDP FP detection; Q62848; AID 651572;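 active = inhibition above a per-plate limit, mean inhibition of low control wells plus 3 SD, cut at about 25% in these data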;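 also: 0% = DMSO wells with enzyme and 100% = wells lacking Arfgap1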
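System: truncated rat Arfgap1 GAP domain / Medium: HEPES-based buffer, pH 7.5 / Also added: N-terminally truncated human ARF1-GTP substrate / Incubation: enzyme reaction 120 min at 25 °C after 20 min preincubation / Measured by: FP of antibody-bound GDP Alexa 633 tracer, ex 620/em 688 nm / Replicates: singlicate, each compound tested once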
DDE Tn7 FP inh: disrupts Tn7 cyclic peptide binding to fibrin D-Dimer-E complex; inhibition, % at 8.3 µM; FP displacement of FITC-Tn7 peptide from fibrin DD(E); 0% = median of compound wells per plate; actives 0.13% (n = 370,000); P02675;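 active = inhibition above the mean of compounds falling within the control limits plus 3 SD of them, cut at about 14% in these data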;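 also: 0% = plate median of compound wells and 100% = 10 µM Aha-Tn7 peptide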
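Measure: % inhibition scaled between sample-field median and high-control FP; Test system: human fibrin DD(E); Quantity: 2 µM final DD(E) protein; Doses: one dose, 8.3 µM nominal; Schedule: compound with protein 10 min, then 3 h after probe, room temperature; Detection: fluorescence polarization; Medium: Tris buffer with calcium and detergent, pH 7.8.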
KLK7 zymogen act: activators of human kallikrein-7 zymogen | activation, % at 7 µM | P49862 | purified proKLK7, EDANS-DABCYL substrate fluorescence; 100% is mature enzyme control, 0% vehicle | AID 652039 | actives 0.9% (n = 370,000);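 active = activation above the mean of all tested compounds plus 3 SD, computed per campaign excluding outliers beyond control limits, cut at about 13% in these data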
Target sequence (P49862 whole entry, looked up): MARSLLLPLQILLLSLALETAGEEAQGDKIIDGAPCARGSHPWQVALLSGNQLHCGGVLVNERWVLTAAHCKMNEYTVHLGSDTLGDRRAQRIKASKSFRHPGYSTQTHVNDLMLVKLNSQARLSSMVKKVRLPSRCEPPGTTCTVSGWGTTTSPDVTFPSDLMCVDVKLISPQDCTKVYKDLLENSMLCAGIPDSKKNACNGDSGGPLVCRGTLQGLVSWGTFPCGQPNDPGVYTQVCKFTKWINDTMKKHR
LEDGF integ inh: blocks HIV-1 LEDGF/p75-dependent DNA integration | TR-FRET IN-LEDGF/p75 DNA integration, Eu/Cy5 | inhibition, % at 3.7 µM | actives 0.64% (n = 370,000);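 active = inhibition above the screen-wide mean plus 3 SD, cut at about 13% in these data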;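 also: signal is the Cy5 over europium emission ratio at 671 and 618 nm; 0% = plate median of compound wells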
PLC-gamma1 inh: inhibitors of human phospholipase C gamma1 | P19174 | purified PLC-gamma1, fluorogenic substrate, fluorescence | inhibition, % at 12.2 µM | actives 0.84% (n = 370,000) | AID 720700; in the data active = inhibition above about 9.5%
DDE Tn6 FP inh: DD(E)-Tn6 binding inhibition, primary FP screen; Fibrin DD(E) TRITC-Tn6 fluorescence polarization displacement; inhibition, % at 8.3 µM; actives 0.21% (n = 370,000); AID 720509;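 active = inhibition above a per-campaign cutoff: mean of compounds within control limits plus 3 SD, cut at about 15% in these data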;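 also: 0% = median of all compound wells on the plate and 100% = blocking peptide control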
TDP2 inh: blocks human TDP2 phosphodiesterase activity | O95551 | recombinant TDP2, T5PNP hydrolysis, p-nitrophenol absorbance 415 nm | inhibition, % at 12.8 µM | actives 0.34% (n = 370,000) | AID 720702;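 active = inhibition above the mean of all tested compounds plus 3 SD, set per campaign, cut at about 25% in these data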;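 also: 0% = DMSO with enzyme and 100% = buffer with substrate but no TDP2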
Target sequence (O95551 whole entry, looked up): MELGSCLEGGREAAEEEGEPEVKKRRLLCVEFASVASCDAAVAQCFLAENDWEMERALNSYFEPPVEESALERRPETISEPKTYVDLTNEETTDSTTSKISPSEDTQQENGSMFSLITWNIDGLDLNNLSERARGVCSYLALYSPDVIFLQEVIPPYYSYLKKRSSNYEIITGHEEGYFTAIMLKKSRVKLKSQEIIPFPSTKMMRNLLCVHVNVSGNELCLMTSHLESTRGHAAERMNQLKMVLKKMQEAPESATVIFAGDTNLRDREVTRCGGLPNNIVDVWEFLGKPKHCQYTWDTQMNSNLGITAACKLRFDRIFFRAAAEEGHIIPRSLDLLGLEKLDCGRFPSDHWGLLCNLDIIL
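Assay system: Recombinant human TDP2 | Quantity: 120 nM TDP2 per well | Incubation: 2 h at 37 °C | Signal: Epi absorbance | Evaluation: Percent inhibition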
ADAM17 inh: inhibits human ADAM17. P78536. recombinant ADAM17, EDANS/DABCYL FRET peptide cleavage. inhibition, % at 6.95 µM. actives 0.83% (n = 370,000). AID 720648;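 active = inhibition above the mean of compounds lying between control limits plus 3 SD, set per campaign, cut at about 8.5% in these data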;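 also: 0% = DMSO-only wells as the low control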
* marks the source's active call; other numbers are inactive results; i = inactive; . = no result given. An unsorted share of the library. Share with any hit: about 4.2%.

SMILES | ADAM10 inh | ASAP1 GAP inh | ARFGAP1 inhibitor | DDE Tn7 FP inh | KLK7 zymogen act | LEDGF integ inh | PLC-gamma1 inh | DDE Tn6 FP inh | TDP2 inh | ADAM17 inh
CCc1nc(-c2ccccc2O)n(-c2ccccc2)n1 | -2 | 5 | -10 | 7 | 0.4 | 3 | -4 | -6 | 13 | -3
CN(CC(=O)N(C)CC(=O)Nc1c(Cl)cccc1Cl)Cc1ccccc1F | -4 | -2 | 10 | 7 | -0.5 | 3 | 2 | 11 | -5 | -2
Cc1nc2ccc(S(=O)(=O)NCC(=O)NCc3cccs3)cc2s1 | -13 | . | . | 6 | -0.5 | 0 | 1 | 0 | 5 | -4
CC(NS(=O)(=O)c1ccc2c(c1)OCCO2)c1ccccc1 (configuration not stated) | 1 | -2 | -2 | 2 | 0.5 | 0 | 1 | -1 | 1 | 1
CCN1C(=O)/C(=C\c2nc3ccccc3c(=O)n2-c2ccccc2)c2ccccc21 | 7 | 0 | 15 | 3 | -0.1 | 1 | 8 | -12 | 2 | -5
O=C(CSc1ncccn1)N/N=C/c1ccc(OC2CSC2)cc1 | 7 | 2 | -1 | 5 | -0.4 | -2 | 0 | 0 | 5 | 1
O=C(Nc1ccc(NC(=O)c2cccs2)cc1)c1ccco1 | -3 | 4 | 2 | -3 | -0.1 | -2 | -2 | -5 | 0 | -3
CC(C)[C@H](NC(=O)c1ccccc1)C(=O)OCC(=O)/C=C1/N(C)c2ccccc2C1(C)C | -83 | 8 | 1 | 3 | -1.6 | -1 | -68 | -2 | -1 | -26
CC1(C)CC(=O)C=C(c2cccc(Br)c2)C1 | 11 | 7 | 0 | 0 | -0.1 | 1 | 3 | 3 | 1 | 1
CCOC(=O)c1cc(-c2ccccc2)sc1NC(=O)CSc1nnc(N)s1 | 18 | 2 | 9 | -1 | -0.2 | 2 | -36 | 4 | 0 | 0
Cc1c(CN(C)Cc2cn(C)nc2-c2ccccc2F)[nH]c2ccccc12 | -5 | 7 | 1 | 2 | -0.2 | 2 | -1 | -7 | 3 | -7
O=c1oc2c(O)cccc2cc1-c1nc2ccccc2[nH]1 | i | 4 | 14 | 36* | 46* | -2 | i | -4 | 5 | i
CC(C)C(=O)Nc1cccc(NC(=S)NC(=O)C(c2ccccc2)c2ccccc2)c1 | 21* | -3 | 16 | 0 | 0.3 | -1 | -1 | 3 | -1 | 9.4*
Cc1cccc(C)c1NS(=O)(=O)c1c(C(=O)N2CCCCC2)c(C)n(C)c1C | 0 | 4 | 3 | 0 | 0.3 | 4 | 3 | -4 | 1 | 3
COc1ccc(-c2cc(C)nc3c(-c4ccccc4)cnn23)cc1 | -10 | -10 | -7 | 0 | -0.7 | -3 | -6 | -2 | -5 | -6
O=C1C(Cl)=C(NCCCN2CCOCC2)C(=O)N1CCc1ccccc1 | 2 | -1 | 2 | -6 | 0.8 | 3 | -17 | -3 | 2 | -2
O=C(Nc1cccc(S(=O)(=O)N2CCOCC2)c1)c1cnn2c(C(F)F)cc(-c3ccccc3)nc12 | 6 | -3 | -5 | 0 | -0.6 | 1 | -10 | 9 | -6 | -3
O=C(CNS(=O)(=O)c1ccccc1)NCC(=O)OCc1ccc(Br)cc1 | -10 | -9 | 13 | 2 | 0.1 | -8 | -1 | -4 | -9 | -1
Cc1cccc(Nc2c(-c3ccc(O)cc3)nc3ncccn23)c1 | -2 | 2 | 3 | 1 | 2.5 | -4 | -230 | 2 | -4 | 1
N#Cc1ccc(OCc2nnc3n2CCCCC3)cc1 | 2 | -4 | 4 | 7 | 0.0 | -1 | 2 | 2 | 0 | 0
CC(C)(O)C#Cc1ccc(C(=O)N2CCN(c3ccc(F)cc3)CC2)cc1 | -2 | -8 | 8 | 2 | 0.2 | -1 | 1 | 8 | 5 | -1
COc1ccc(CN2CCN(C3CCC3)CC2CCO)c(C)c1C (configuration not stated) | 6 | 4 | -2 | -2 | 0.3 | 6 | 7 | 3 | -15 | -1
O=C(COc1ccccc1)N1CCN(S(=O)(=O)c2cccc([N+](=O)[O-])c2)CC1 | -3 | 0 | 4 | 5 | -0.2 | 4 | 6 | -3 | 5 | -1
CCC(C)(C)NC(=O)C(OC(=O)c1cc2sccc2n1C)c1ccc(OC)cc1 (configuration not stated) | -1 | -11 | -7 | 11 | -0.5 | -1 | -2 | 12 | 3 | -6
COC(=O)/C=c1/s/c(=C(/C#N)C(=O)N2CCCCC2)n(-c2ccccc2)c1=O | -11 | 6 | 5 | 1 | -0.8 | -2 | -5 | -1 | -3 | -2

2 of the compounds above, field by field:
> CCN1C(=O)/C(=C\c2nc3ccccc3c(=O)n2-c2ccccc2)c2ccccc21
  ADAM10 inh: 7	ASAP1 GAP inh: 0	ARFGAP1 inhibitor: 15	DDE Tn7 FP inh: 3	KLK7 zymogen act: -0.1	LEDGF integ inh: 1	PLC-gamma1 inh: 8	DDE Tn6 FP inh: -12	TDP2 inh: 2	ADAM17 inh: -5
> O=C(CSc1ncccn1)N/N=C/c1ccc(OC2CSC2)cc1
  ADAM10 inh: 7	ASAP1 GAP inh: 2	ARFGAP1 inhibitor: -1	DDE Tn7 FP inh: 5	KLK7 zymogen act: -0.4	LEDGF integ inh: -2	PLC-gamma1 inh: 0	DDE Tn6 FP inh: 0	TDP2 inh: 5	ADAM17 inh: 1

New compounds follow
SMILES | ADAM10 inh | ASAP1 GAP inh | ARFGAP1 inhibitor | DDE Tn7 FP inh | KLK7 zymogen act | LEDGF integ inh | PLC-gamma1 inh | DDE Tn6 FP inh | TDP2 inh | ADAM17 inh
Cc1cc(Nc2cccc(F)c2)n2nc(C)nc2n1 | -11 | 4 | 0 | 6 | -0.2 | -2 | 0 | 3 | 8 | -4
O=C(COC(=O)Cn1cnc2ccccc2c1=O)Nc1ccc2c(c1)OCO2 | -13 | -1 | -2 | 9 | 0.4 | -3 | -4 | 4 | 7 | -5
COc1ccc(CCNC(=O)COC(=O)/C=C/c2cc(OC)ccc2OC)cc1 | -112 | 3 | -2 | 3 | 11 | 7 | i | -1 | -2 | -41
Cc1ccc(CN2CCN(/N=C/c3cc(Br)cc(Br)c3O)CC2)c(C)c1 | -4 | -10 | -6 | 4 | -0.1 | -3 | -7 | 2 | 4 | 0
CC(OC(=O)C1=Cc2ccccc2OC1)C(=O)NCc1ccco1 (configuration not stated) | -63 | -4 | 0 | 3 | 0.8 | 0 | -74 | 3 | 3 | -20
O=c1oc2ccccc2cc1-c1csc(Cc2nc(-c3ccc(Br)cc3)cs2)n1 | -15 | 1 | 5 | -5 | 0.3 | 0 | -3 | 3 | -5 | -4
C[C@H]1CN([C@@H](C)CO)C(=O)CCCn2cc(nn2)CO[C@@H]1CN(C)C(=O)Nc1ccccc1 | -9 | -2 | -1 | 2 | -0.6 | 2 | -2 | -3 | 0 | -3
CCC(=O)Nc1ccc(NC(=O)c2cccc3ccccc23)cc1 | 14 | -9 | -12 | 3 | 0.5 | 4 | 2 | 8 | -14 | 1
CCCN(CCC)C(=O)c1ccc2c(=O)n(Cc3ccco3)c(=S)[nH]c2c1 | -8 | 12 | -2 | 0 | 0.1 | -9 | -2 | 5 | -14 | -4
COC(=O)[C@@H]1C[C@@]2(O)[C@H](O)[C@H](O)[C@H](O)C[C@H]2N1C/C=C/c1ccccc1 | 3 | 3 | 2 | -2 | 0.5 | 0 | 0 | 8 | 8 | -2
CCOc1ccc(N=C2SC(C(=O)Nc3ccccc3C#N)C(N)=C2C(=O)Nc2ccc(Cl)cc2)cc1 (configuration not stated) | 16 | 20 | 5 | -2 | -0.6 | 1 | -7 | -3 | 5 | 9.4*
CCc1ccc(C(=O)COC(=O)c2cccc(N3C(=O)c4c(C)nc5ccccc5c4C3=O)c2)cc1 | -20 | 6 | -1 | -2 | 0.5 | 3 | 0 | -1 | -10 | -4
COc1cccc(CN2C(=O)C(C)Oc3ccccc32)c1 (configuration not stated) | 0 | 2 | -1 | -3 | 0.5 | 2 | -1 | 4 | 4 | -2
NS(=O)(=O)c1cccc(NC(=O)COC(=O)C2CCN(S(=O)(=O)c3cccs3)CC2)c1 | 4 | 5 | 2 | -7 | -0.1 | -5 | 9.7* | -7 | -13 | -4
O=S(=O)(c1ccc(Cl)cc1)N1CCN(C2CCCCCC2)CC1 | -12 | 2 | 7 | -4 | 0.2 | -4 | 1 | -2 | 3 | 0
O=C(CSc1nnc(-c2ccccc2)n1-c1ccc(Cl)cc1)Nc1cccc2ccccc12 | 1 | . | . | 5 | 0.3 | 1 | 1 | 4 | 8 | 1
Cc1ccc(N2CC(C(=O)N3CCCCC3)CC2=O)cc1C (configuration not stated) | -1 | -3 | 8 | 7 | 0.7 | 3 | 4 | 8 | -1 | 0
O=C(C1CCCN(S(=O)(=O)c2cccc3nsnc23)C1)N1CCN(c2ccccn2)CC1 (configuration not stated) | -1 | 9 | 1 | 7 | 0.3 | 2 | 2 | 1 | 0 | -3
COc1cc(C=NN2CCN(C(c3ccccc3)c3ccccc3)CC2)cc(OC)c1OC(C)=O | -8 | . | . | -6 | 0.2 | -3 | 2 | -6 | -6 | 1
CCS(=O)(=O)N1CCCC(C(=O)NCCc2ccccc2)C1 (configuration not stated) | 3 | -5 | 5 | -9 | 0.2 | -2 | 0 | 1 | -12 | -4
O=C(Cc1cc(=O)oc2cc(O)ccc12)NCC1CCC(C(=O)O)CC1 (configuration not stated) | -335 | 4 | 3 | -3 | -4.5 | 1 | -98 | 2 | 0 | -78
CCOC(=O)/C(C(=O)Nc1ccccc1Cl)=C1/NC(C)(C)Cc2ccccc21 | 0 | -1 | -1 | 1 | -0.1 | -2 | -1 | 1 | -10 | -2
Cc1ccccc1-n1nc2c(c1NC(=O)/C=C\c1ccc3c(c1)OCO3)CSC2 | -102 | -8 | 9 | 6 | -1.1 | 3 | -61 | -1 | -2 | -20
O=C(Cc1ccc(-c2ccccc2)cc1)NCCN1CCOCC1 | 5 | 0 | 15 | -4 | 0.3 | 0 | 3 | -1 | -3 | 0
O=C(CN(C(=O)c1csnn1)c1cccc2ccccc12)NC1CCCC1 | -2 | -4 | 9 | 1 | 0.3 | 6 | 2 | -7 | 9 | -1

Rewritten as a markdown table: two of the compounds above
| structure | ADAM10 inh | ASAP1 GAP inh | ARFGAP1 inhibitor | DDE Tn7 FP inh | KLK7 zymogen act | LEDGF integ inh | PLC-gamma1 inh | DDE Tn6 FP inh | TDP2 inh | ADAM17 inh |
| --- | --- | --- | --- | --- | --- | --- | --- | --- | --- | --- |
| Cc1ccc(CN2CCN(/N=C/c3cc(Br)cc(Br)c3O)CC2)c(C)c1 | -4 | -10 | -6 | 4 | -0.1 | -3 | -7 | 2 | 4 | 0 |
| COc1ccc(CCNC(=O)COC(=O)/C=C/c2cc(OC)ccc2OC)cc1 | -112 | 3 | -2 | 3 | 11 | 7 | i | -1 | -2 | -41 |
